Bioassay records (PubChem)
P. falciparum M1AAP = P. falciparum M1AAP inhibitors, biochemical, fluorogenic H-Leu-NHMec substrate, 1536-well (AID 1445) | recombinant M1AAP, H-Leu-NHMec fluorogenic kinetic assay; higher % means a stronger effect | actives 0.42% (n = 220,000) | one-dose inhibition, % at 30 µM; IC50 in µM for titrated hits;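 active = primary inhibition above the hit cutoff, then over 50% inhibition at one or more dose response concentrations, cut at about 23% in these data, passing the limit was not always enough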;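 note: plate controls were DMSO full reaction for no effect and no enzyme background for full effect; strong numbers were not always called active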
Autophagy mod = modulators of autophagy; MEF GFP-LC3 puncta imaging; test concentration mostly 10 µM; calls only at 10 µM (by protocol); actives 0.98% (n = 190,000); AID 463193;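 active = percentage of spot-positive cells more than 3 SD above its plate mean, without a fluorescence outlier flag or 80% toxicity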;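 note: spot-positive cell cutoff set from DMSO-treated cells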
P. falciparum M17LAP = P. falciparum M17LAP inhibitors, primary screen, biochemical, fluorogenic H-Leu-NHMec substrate, 1536-well (AID 1619); actives 0.38% (n = 220,000); one-dose inhibition, % at 30 µM; IC50 in µM for titrated hits; recombinant M17LAP, H-Leu-NHMec fluorogenic kinetic assay; higher % means a stronger effect;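 active = compound inhibiting the enzyme by more than half at any dose during confirmatory dose-response retesting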;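 note: plate controls were full reaction with DMSO carrier for no effect and no enzyme background for full effect; strong numbers were not always called active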
CSM14.1 death rescue = protection against thapsigargin-triggered cell killing – 384-well, CSM14.1, ATP luminescence, primary screen (AID 1222); CSM14.1 thapsigargin-induced death rescue, ATP luminescence; higher % means a stronger effect; cellular ATP content (survival), % at 20 µM, or EC50 in µM where a hit was titrated; 190,000 tested, under 10 active;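 active = EC50 below 50 µM in the dose-response confirmation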;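 note: death triggered by thapsigargin at about 15 µM added after 2 h compound pretreatment; cell ATP read after overnight thapsigargin exposure of roughly 18 to 22 hours; normalized against plate controls of thapsigargin alone and 5% DMSO vehicle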
Dynein transport = dynein cargo transport inhibition; 3617.4 mouse cells, GR-EGFP nuclear translocation imaging; test concentration mostly 20 µM; stimulated with dexamethasone, 1 µM; hits give low values; z-score, hits read low; actives 0.47% (n = 220,000);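 active = plate z-score of nuclear minus cytoplasmic receptor signal below a set negative limit, without overly bright fluorescence or cell loss, cut at about -3.5 in these data, passing the limit was not always enough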;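 note: z-score of nuclear minus cytoplasmic ring GR-EGFP intensity difference per well; some compounds called inactive have numbers as strong as hits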
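Buffer or medium: tetracycline-free induction medium containing charcoal-stripped FBS / Reagent: dexamethasone agonist, 1.0 µM final, for 30 min / Technique: automated 10x imaging of fixed Hoechst-stained cells / Times: induction 48 h, compound 1 h, agonist 30 min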
Yfh1-off respiration = mitochondrial function rescue without frataxin homolog – Friedreich's ataxia, plus single-dose screen, dose response (AID 1465). S. cerevisiae Yfh1-off respiration, WST-1 reduction, 72 h; higher fold induction means a stronger effect. fold induction at 50 µM; hits with a dose series show EC50 in µM. actives 0.074% (n = 220,000);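 active = fold induction of absorbance versus untreated yeast above a set limit, then at least 30% activation at any dose in follow-up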;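 note: activators that raise dye reduction in frataxin-depleted yeast; strong numbers were not always called active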
MT stabilizer = microtubule stabilization, imaging screen | HeLa tubulin immunostaining HCS, 24 h; share of cells brighter than vehicle mean+2SD | % tubulin-high responders, % at 10 µM | AID 2205 | actives 0.83% (n = 200,000);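 active = plate Z-score above 3 for both tubulin-high and condensed-nucleus cell shares, with cell loss under 80%, at 10 µM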;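 note: anti alpha tubulin signal scored within the nucleus-defined area of each cell; some results filed as inactive read as strong as hits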
Insulin prom up = MIN6 insulin promoter up-regulation | MIN6 insulin promoter-GFP reporter, high-content imaging; hits give high values | z-score at 5 µM | actives 0.3% (n = 190,000) | AID 1625;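 active = z-score above 3 at 5 µM with at least 500 cells counted in the well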
Lipid droplet = hepatic lipid droplet formation modulation. AML12 mouse hepatocytes, oleate lipid droplets, BODIPY imaging. inhibition, % at 6.5 µM. actives 0.4% (n = 240,000);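 active = lipid droplet intensity inhibited by at least 50%, with more than 500 cells counted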
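material = mouse AML12 hepatocyte cell line, fixed after treatment | also added = 100 µM oleic acid challenge | doses = compound at 6.5 µM only | schedule = overnight exposure | technique = Image-based BODIPY and DAPI two-channel analysis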
Dynein transport cytoplasmic EGFP = second read-out of Dynein transport, no call of its own (marks repeat the call); z-score; measured here: cytoplasmic GR-EGFP intensity; hits give high values
Dynein transport nuclear GR-EGFP = also measured in Dynein transport; calls as there; z-score; measured here: nuclear GR-EGFP intensity;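 lower value marks the stronger effect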
Dynein transport cell count = also measured in Dynein transport; calls as there; z-score; measured here: cell count per field
Insulin prom up cell count = also measured in Insulin prom up; calls as there; cell count; measured here: cytotoxicity, nuclei count;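 total cells summed across four imaged fields per well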
Lipid droplet cells 6.5 µM = second read-out of Lipid droplet, no call of its own (marks repeat the call); cell count; measured here: cell count, cytotoxicity flag;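 cells counted across two imaged fields per well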
MT stabilizer Hoechst-high % = further read-out of MT stabilizer, marked with its call; % Hoechst-high responders; measured here: nuclear condensation Hoechst responders;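 share of cells brighter than vehicle mean plus two SD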
MT stabilizer cytotoxicity % = further read-out of MT stabilizer, marked with its call; toxicity, %; measured here: cytotoxicity by cell density;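 0% = mean cell density of plate MIN control wells and 100% = no cells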
Autophagy mod cell loss 18 h = also measured in Autophagy mod; calls as there; toxicity, %; measured here: cell loss, nuclei count;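 cell loss after 18 h compound exposure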
* hit, by the source's call; i = inactive; · = no result given.

structure,Yfh1-off respiration,Lipid droplet cells 6.5 µM,MT stabilizer cytotoxicity %,MT stabilizer,Autophagy mod,Insulin prom up,CSM14.1 death rescue,P. falciparum M1AAP,Lipid droplet,Dynein transport cytoplasmic EGFP,P. falciparum M17LAP,Insulin prom up cell count,Dynein transport,Dynein transport cell count,Autophagy mod cell loss 18 h,MT stabilizer Hoechst-high %,Dynein transport nuclear GR-EGFP
COc1ccc(C2CC(c3cccs3)=NN2S(C)(=O)=O)cc1 (centres undefined),i,697,·,·,·,-0.58,·,0%,-2,-0.28,4%,1368,-0.019,0.25,·,·,0.023
Cc1nn(C)cc1/C=N\NC(=O)c1ccc(Cn2cc(Cl)cn2)cc1,i,757,9.5,6.1,i,0.39,-2.8%,4%,5,-0.32,4%,1304,-0.38,1.3,16,2.3,0.32
CC(=O)N1c2ccccc2N2C(c3c(C)c(C)cc(C)c3C)=NON12,i,748,8.9,3.5,i,0.18,-2.7%,-5%,-1,-0.21,-7%,1511,0.49,-0.13,9,3.9,-0.15
COc1ccc(-n2nnnc2S(=O)(=O)Cc2ccc(C(=O)O)cc2)cc1,i,623,26,2.5,i,·,·,-3%,-5,-0.085,3%,·,-1.4,-0.063,6,3.2,-1.2
O=C(COC(=O)CCS(=O)(=O)c1ccc(Cl)cc1)Nc1ncc(Cl)cc1Cl,i,·,13,2.9,i,0.12,-0.1%,10%,·,-0.36,0%,1327,0.47,0.66,-9,2.8,0.16
O=C(Nc1ccc(CN2CCCCC2)cc1)c1cc(Br)ccc1Cl,i,746,4.7,3.8,i,-0.83,-0.4%,-2%,3,-0.15,-5%,1466,-0.52,0.2,6,1.4,-0.34
CC1CC(C)CN(C(=O)c2ccc(CSc3nc4ccncc4[nH]3)cc2)C1 (centres undefined),·,721,6.3,3.4,i,-0.14,23%,7%,30,-0.18,5%,1261,-0.68,0.23,15,2.5,0.39
Cn1c(=O)n(C)c2cc([N+](=O)[O-])c(N3CCN(C(=O)c4cccc(F)c4)CC3)cc21,i,607,8.6,1.5,i,·,1.4%,3%,-11,-0.2,17%,·,0.34,-0.16,3,1.4,-0.083
CCOC(=O)C1=C(C)NC2=C(C(=O)C(C(=O)OC)C(C)C2)C1c1ccc(OC)c(O)c1 (centres undefined),i,·,13,1.5,i,·,1.3%,10%,·,-0.22,7%,·,-0.23,0.26,-26,2.5,0.083
Cc1c(O)c(CN2CCCC2)cc2c1oc(=O)c1ccccc12,i,·,5.9,6.1,i,-2.3,0.7%,11%,·,-0.2,-6%,905,-0.38,-0.31,15,3.8,0.059
CCN(CC)c1ccc(CC(=O)NC(C)Cc2ccccc2)cc1 (centres undefined),i,·,6.8,2.2,i,·,0.6%,10%,·,-0.23,0%,·,0.17,0.31,-21,2.4,-0.24
Cc1nn(Cc2ccccc2Cl)c2sc(C(=O)NC(C)(C)C)cc12,i,775,10.0,2.5,i,0.21,0.0%,11%,0,-0.3,3%,935,0.14,0.45,1,1.9,0.042
N#Cc1nc(-c2ccc(F)cc2)oc1N1CCCC1,·,·,3.6,5.0,i,·,-4.1%,-4%,·,-0.27,-9%,·,0.41,-0.86,-8,3.0,0.63
CCC(=O)Nc1cccc(NC(=O)CSc2nnnn2C2CCCC2)c1,i,·,6.5,5.6,i,0.77,3.3%,-2%,·,-0.32,16%,1094,-0.17,-0.02,8,2.7,0.23
Cc1c(CNC2CCC(C)CC2)c(C(=O)O)c(C)n1Cc1ccccc1 (centres undefined),i,562,3.1,6.8,i,-0.24,-2.0%,0%,-12,-0.23,6%,1582,-0.22,-0.35,12,3.1,0.3
Cc1ccc(C(=O)NC(=S)Nc2ccccc2C(F)(F)F)c(C)c1,i,689,4.4,1.5,i,0.14,1.8%,5%,0,·,-2%,1243,·,·,-1,1.6,·
C=CCSc1nnc(-c2cc(C(C)(C)C)nn2Cc2ccc(F)cc2)n1C,i,740,·,·,·,-0.19,·,-1%,-30,-0.23,-3%,1319,0.068,0.73,·,·,-0.37
CCN(CC)CCNC1=CC(=O)OC12CCCCC2,i,766,7.5,2.9,i,·,-2.3%,0%,-4,-0.24,-3%,·,1.5,-0.34,21,2.8,0.74
COCCNC(=O)CSCc1nc(-c2ccc(SC)cc2)oc1C,i,·,12,3.0,i,·,-1.4%,-1%,·,-0.41,25%,·,0.037,0.099,5,2.7,0.31
CC1CC(OCC(O)CN2CCN(Cc3ccccc3)CC2)CC(C)(C)C1 (centres undefined),i,715,6.3,2.4,i,·,-1.1%,2%,-3,-0.16,9%,·,-0.7,0.81,-19,2.4,0.13
N#CCc1nn(-c2ccccc2)c2ncnc(N)c12,i,763,·,·,·,0.05,·,1%,1,-0.27,13%,1503,0.65,0.48,·,·,0.31
CC(/C=N/NC(=O)Cc1cc(=O)[nH][nH]1)=C\c1ccccc1,i,·,3.2,3.5,i,0.54,2.3%,16%,·,-0.2,72µM*,1656,1.5,-0.11,8,1.7,1
Nc1c(C(=O)O)sc2nc(-c3ccc(F)cc3)cc(-c3ccccc3)c12,i,786,·,·,·,·,·,9%,2,-0.22,-14%,·,-0.29,0.39,·,·,0.44
Clc1ccc(OCCCCCN2CCCC2)c(Br)c1,i,681,8.3,3.2,i,-0.65,-3.2%,-1%,5,-0.25,2%,1317,-0.01,0.2,1,2.8,0.13
Cc1ccc(C2=NN(C(=O)CSc3nc4ncc(Cl)cc4[nH]3)C(c3ccco3)C2)cc1 (centres undefined),i,661,9.2,3.1,i,-0.49,2.6%,0%,-10,-0.33,8%,1378,-0.16,0.25,15,2.5,0.19
COc1ccc(CN(CCO)CCO)cc1[N+](=O)[O-],i,631,11,2.0,i,-0.14,-1.6%,9%,-23,-0.19,-1%,1337,0.14,-0.81,-2,2.1,0.19
CN(C)C(=S)Nc1ccc(S(=O)(=O)N2CCCCC2)cc1,i,667,·,·,·,-0.13,·,-2%,-2,-0.27,0%,1134,-0.67,1.3,·,·,-0.31
COc1cccc(C2=NN(C(=O)c3ccc(C)o3)C(O)(C(F)(F)F)C2)c1 (centres undefined),i,733,7.0,3.3,i,-0.51,1.8%,3%,5,0.28,0%,1203,-1.6,1,21,1.9,-0.56
COc1cccc(C(=O)CSc2nnc(-c3ccco3)n2CC2CCCO2)c1 (centres undefined),i,778,5.7,3.5,i,0.3,0.2%,0%,9,-0.14,0%,1321,0.68,-1,3,1.6,0.27
O=C(Nc1ccc(Cl)cc1)C1=Cc2cc(Cl)ccc2OC1,i,753,6.1,1.4,i,0.75,-2.4%,4%,-16,-0.17,-11%,1244,-0.98,0.7,-1,1.9,-0.58
O=C(Cc1cccs1)N/N=C/C(Cl)=C/c1ccccc1,i,741,8.3,2.2,i,·,-2.1%,6%,10,-0.031,-2%,·,-1,1,-30,2.0,-0.44
CC1CCN(S(=O)(=O)c2ccc(Cl)cc2)CC1,i,·,12,5.8,i,·,-0.1%,4%,·,-0.31,-11%,·,-0.92,0.75,6,3.5,-0.5
CC(C)N=C1CC(C)(C)CC(=O)/C1=C(/O)CCCN1C(=O)c2ccccc2C1=O,i,733,6.6,4.7,i,0.41,-1.3%,3%,18,-0.31,1%,1255,-0.52,0.67,-5,2.7,0.39
COc1ccc(N=C2NC(=O)/C(=C\c3ccco3)S2)cc1,i,754,3.3,2.8,i,·,-1.6%,6%,11,-0.27,-2%,·,-0.23,-0.05,19,2.7,-0.036
Cc1c(C(=O)N2CCN(c3ncccn3)CC2)sc2nc3n(c(=O)c12)CCCC3,i,719,9.4,2.0,i,0.08,3.0%,10%,5,0.012,8%,1271,-0.69,-0.16,9,1.8,-0.38
